HSF1 inhib: HSF1 inhibitors in luciferase reporter cells, primary screen, cell-based, NIH3T3, luminescence | activity change, negative = inhibition, % at 7.5 µM (by protocol) | NIH3T3-HGL HSE-luciferase, MG132-induced, luminescence 8 h; stronger effect = lower value | actives 0.77% (n = 300,000);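 active = more than half of replicate wells show activity change below -50%, luminescence cut by over half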;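 note: luciferase reports HSF-1 transcriptional activity via heat shock element; 0% = median of DMSO wells and -100% = zero luminescence signal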
GSK3beta inhib: human GSK3beta kinase inhibitors, primary screen, biochemical, cell-free homogeneous, HTS; Glycogen synthase kinase-3 beta (Homo sapiens), P49841; GST-GSK3beta kinase, ADP-Glo luminescence, 60 min; stronger effect = lower value; activity score (negative = inhibition), % at 10 µM; actives 0.038% (n = 300,000);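 active = more than half of replicate wells score below -50%, meaning over 50% inhibition versus plate controls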;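 note: 0% = median DMSO wells and -100% = median GW8510 positive control wells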
Target sequence (P49841 whole entry, looked up): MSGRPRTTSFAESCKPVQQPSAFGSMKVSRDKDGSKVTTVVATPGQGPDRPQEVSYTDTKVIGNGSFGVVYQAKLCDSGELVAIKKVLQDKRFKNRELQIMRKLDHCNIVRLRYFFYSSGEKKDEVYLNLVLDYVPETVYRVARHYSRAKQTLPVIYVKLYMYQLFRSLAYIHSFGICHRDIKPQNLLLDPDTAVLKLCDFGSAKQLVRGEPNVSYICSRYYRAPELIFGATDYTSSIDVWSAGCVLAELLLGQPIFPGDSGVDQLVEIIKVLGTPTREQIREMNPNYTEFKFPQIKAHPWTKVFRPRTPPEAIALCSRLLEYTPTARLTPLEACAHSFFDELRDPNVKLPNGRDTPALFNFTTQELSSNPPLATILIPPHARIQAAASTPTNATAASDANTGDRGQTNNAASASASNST
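test system = GST-tagged human GSK3beta kinase, cell-free | reagent = 25 µM ATP with peptide substrate | dosing = one dose of 10 µM per compound | schedule = 60 min reaction, RT | detection = luminescent ADP-Glo measurement of ADP formed | control set = DMSO neutral wells and GW8510 at 20 µM as positive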
aSyn UTR inh: MLPCN primary screen, SNCA 5' untranslated region | actives 0.82% (n = 300,000) | alpha-synuclein 5'UTR reporter, inhibitor activity | inhibition, % (tested at 7.5 µM); in the data active = inhibition above about 60%;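 note: H4 neuroglioblastoma cells stably carrying SNCA 5'UTR luciferase fusion; 0% = DMSO wells and 100% = positive control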
HSP90 refold inh: HSP90 inhibitors, primary screen, cell lysate, luminescence; Heat shock protein HSP 90 (rabbit reticulocyte lysate; luciferase refolding); Rabbit reticulocyte lysate, luciferase refolding luminescence, 3 h; inhibition, % at 5.6 µM; actives 0.91% (n = 290,000); AID 1789, 2009;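 active = inhibition above the screen-wide mean plus 3 SD, computed separately per campaign, cut at about 16% in these data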;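 note: 0% = DMSO wells and 100% = 60 µM geldanamycin wells; inhibitors lower the luminescence because luciferase stays unfolded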
KLF5 inhibitor: KLF5 expression inhibitors, primary screen, DLD-1 cells, luminescence. DLD-1 KLF5 promoter-luciferase reporter. inhibition, % at 5 µM. actives 0.23% (n = 290,000). AID 1700, 2009;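 active = inhibition above a per-plate limit of that plate's mean compound inhibition plus 3 SD, cut at about 60% in these data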;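 note: 0% = DMSO wells and 100% = LY294002 at 200 µM; higher means less KLF5 promoter-driven luciferase light; inactives centre near -14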
HSF1 activator: HSF-1 activators, primary screen, NIH3T3-HGL cells, MG132 stress, luminescence, single point; NIH3T3-HGL HSF-1 luciferase reporter, 8 h; 100% = twice DMSO control signal; activation, % at 9 µM; actives 1.7% (n = 300,000); AID 504408, 2011;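 active = mean replicate activation of at least 50% with a set share of replicates each reaching 50%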;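 note: 0% = median of the neutral control wells and 100% = twice that signal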
IEC-6 tox: cytotoxicity in IEC-6 intestinal epithelial cells, primary screen, cytotoxicity control for KLF5 inhibitor project, cell-based, luminescence. inhibition, % at 5 µM. actives 0.78% (n = 290,000). IEC-6 cytotoxicity, luminescence viability; in the data active = inhibition above about 22%;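 note: 0% = plate median of test compound wells and 100% = cytotoxic reference compound wells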
AI-2 QS modul: Vibrio harveyi AI-2 quorum sensing modulators, primary screen, JMH597 strain, luminescence/OD600 ratio. Vibrio harveyi JMH597 AI-2 luminescence/OD600 ratio, 9 h; stronger effect = lower value; strain lacks LuxN and CqsS sensors; 0 = neutral-control median. activity change, % at 7.5 µM. actives 0.4% (n = 300,000). AID 2094, 2009; in the data active = activity change below about -75%, passing the limit was not always enough;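 note: luminescence divided by OD600 gain over 9 h not by final OD600 alone; inactives centre near 13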
GSK3 alpha inh: blockers of GSK3A enzyme activity – biochemical, luminescence, cell-free homogeneous, HTS, primary screen | Glycogen synthase kinase-3 alpha (Homo sapiens), P49840 | GSK-3 alpha kinase, ADP-Glo luminescence, 60 min | inhibition, % at 10 µM | actives 0.1% (n = 320,000);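 in the data active = inhibition above about 50%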;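 note: GST-tagged GSK-3 alpha with peptide substrate and 25 µM ATP; 0% = DMSO neutral wells and 100% = GW8510 positive control wells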
Target sequence (P49840 whole entry, looked up): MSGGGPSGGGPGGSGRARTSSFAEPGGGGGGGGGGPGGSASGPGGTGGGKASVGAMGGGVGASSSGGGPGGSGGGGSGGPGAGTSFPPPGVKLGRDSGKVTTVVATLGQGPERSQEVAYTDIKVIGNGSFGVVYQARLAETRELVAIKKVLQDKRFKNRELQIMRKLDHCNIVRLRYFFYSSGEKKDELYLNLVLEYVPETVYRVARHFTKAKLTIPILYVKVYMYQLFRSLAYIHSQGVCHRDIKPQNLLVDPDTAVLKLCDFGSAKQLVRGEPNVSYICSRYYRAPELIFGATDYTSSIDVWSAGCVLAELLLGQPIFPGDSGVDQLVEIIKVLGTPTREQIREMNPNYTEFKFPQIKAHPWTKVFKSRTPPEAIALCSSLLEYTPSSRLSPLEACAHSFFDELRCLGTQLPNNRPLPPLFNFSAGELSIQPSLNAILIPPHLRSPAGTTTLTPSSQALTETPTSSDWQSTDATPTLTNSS
HIF activator: HIF pathway transcriptional activators, primary screen, cell-based, U2OS HRE-luciferase, luminescence; U2OS HRE-luciferase reporter; normalized: DMSO 0%, desferrioxamine 100%; activation, % at 7.5 µM (by protocol); actives 0.32% (n = 300,000); AID 1910, 2009;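 active = mean activation of at least 10% of the iron chelator positive control signal, with at least half of replicates also reaching 10%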
Starred values were filed as active, the others as inactive; . = not tested or not shown. This is a random part of the collection. About 4.7% of those tested had a hit in this group.

SMILES	HSF1 inhib	GSK3beta inhib	aSyn UTR inh	HSP90 refold inh	KLF5 inhibitor	HSF1 activator	IEC-6 tox	AI-2 QS modul	GSK3 alpha inh	HIF activator
CCOC(=O)c1sc(NC(=O)C2CC(=O)N(c3ccccc3C)C2)nc1C (stereo not drawn)	3	-13	30	1	-27	-1	-10	21	20	0.9
CC(=O)NC(Cc1c[nH]c2ccccc12)C(=O)N1CCc2ccccc2C1 (stereo not drawn)	-6	0	1	1	-3	-10	1	5	0	1.2
CC(C)Oc1ccc(C2CCC(=O)NC2=O)cc1 (stereo not drawn)	1	-2	17	-1	-6	-1	6	1	1	-1.2
O=C(CN1CCN(c2ccccc2O)CC1)Nc1ccc2c(c1)CCC2	2	1	-5	-1	-32	2	-5	1	.	-0.7
CCOc1ccc(NC(=O)CN(C)C(=O)c2ccc(C)o2)cc1OCC	1	8	-3	3	1	-10	3	6	0	-3.4
O=C(CN1C(=O)NC2(CCCC2)C1=O)Nc1ccc(F)cc1	3	0	-38	7	-30	7	-8	22	1	0.9
COc1cc(NC(=O)COc2ccc(Cl)cc2)ccc1NC(=O)C(C)C	.	-1	-19	-1	-29	.	5	9	-1	.
Cc1cc(C)n(C2CC(=O)N(c3ccc(Cl)c(Cl)c3)C2=O)n1 (stereo not drawn)	-5	3	12	-1	-17	-1	1	13	-6	-0.8
COc1ccc(-n2ccc3ccccc32)cc1	3	1	-41	-1	-27	1	1	10	-2	-0.7
CC1(C)NC(=O)N(CC(=O)Nc2nc(-c3ccc(F)cc3)cs2)C1=O	3	-1	-51	3	-35	-1	-3	22	-2	0.1
CC(C)(C)C(=O)c1no[n+]([O-])c1/C(=N/O)C(C)(C)C	-9	-1	-1	-1	-21	-5	1	1	-1	0.3
Cc1cc(C)cc(NC(=O)CSc2nnc(-c3ccc(S(=O)(=O)N4CCCC4)cc3)o2)c1	11	-6	-12	-2	-5	30	2	28	2	0.2
COc1ccc2cc3c(N)nn(C(=O)C4CCC(C(C)(C)C)CC4)c3nc2c1 (stereo not drawn)	-30	-2	42	-5	3	-39	1	11	-2	0.8
CN1CCN(CCCCOc2ccccc2C=O)CC1	-4	2	-13	-2	-12	10	-3	15	1	-0.5
CN(C)c1ccc(C2N(C(=O)N3CCOCC3)CCN2S(=O)(=O)c2ccccc2)cc1 (stereo not drawn)	-15	-1	6	1	12	-11	-9	5	-2	0.1
CC(=O)c1c(C)[nH]c(C(=O)NC(C)c2ccccc2)c1C (stereo not drawn)	-10	-25	-20	8	1	-13	2	5	0	0.3
CN(C)S(=O)(=O)c1cccc(C(=O)NCC2CCCO2)c1 (stereo not drawn)	-10	1	-9	-1	-39	7	1	-2	-3	0.2
Cc1c(OCC(=O)NCC2CCC(C(=O)NCCCO)CC2)ccc2c(-c3ccccc3)cc(=O)oc12 (stereo not drawn)	-1	2	8	0	-3	1	1	12	3	0.9
CO/N=C\Cc1oc(=O)c(NC(=O)c2ccccc2)cc1C(=O)OC	3	-1	17	1	0	-3	-1	-2	-3	-0.1
COC(=O)c1ccc(OCC(O)CN2CCOCC2)cc1 (stereo not drawn)	-3	-1	3	2	-40	6	-2	-1	-1	2.3
O=C(CCc1c[nH]c2ccccc12)OCc1cccc(C(F)(F)F)c1	-5	3	-11	-3	3	-9	-1	13	-1	-0.4
O=C(Cc1ccsc1)NCC(=O)Nc1ccc(F)c(F)c1	0	-2	4	-4	-23	-7	1	18	3	0.2
O=C(CCCn1c(=S)[nH]c2ccsc2c1=O)Nc1ccc2c(c1)OCO2	-4	.	-5	-4	-7	5	2	.	.	0.1
Cc1ccc(/C=N/n2c(C3CCCCC3)n[nH]c2=S)cc1	-5	-4	15	7	-5	-15	-4	-34	5	2.6
COc1ccc(-c2cc(C(F)(F)F)nc(SCC(=O)Nc3cc(C)on3)n2)cc1	-2	-2	-61	1	1	-10	-2	15	.	0.9
CCOc1ccc(C(O)Cc2nc3ccccc3n2C)cc1 (stereo not drawn)	0	0	-68	-3	-36	-1	-6	3	-3	2.6
CCCCC(=O)N(Cc1ccc(F)cc1)C1CCS(=O)(=O)C1 (stereo not drawn)	2	-3	11	-5	-11	0	-1	2	18	0.1
Cc1cc(C)nc(SCC(=O)N2CCCCC2)n1	10	2	1	4	5	0	2	33	-4	0.0
Cc1ccc2c(C)c(C(=O)N3CCN(c4ccncc4)CC3)oc2c1C	-2	-6	7	0	-20	-10	2	13	11	-0.9
O=C(O)CN1C(=O)Nc2ccc(Br)cc2C1c1ccccc1 (stereo not drawn)	-5	2	10	1	-35	5	-1	32	-4	-0.1
O=C1[C@H]2CC3C=CC2(O3)[C@@H]2OCCCN12 (stereo partly drawn)	-2	-4	0	.	.	6	.	14	-7	1.4
CCCC(C)n1[nH]c(=O)c2c(C)cc(C)nc21 (stereo not drawn)	2	-17	-6	0	-7	1	1	9	-1	-0.4
Cc1ccc(NC(=O)CN(C)C(=O)CCOc2cccc(C)c2)cc1	5	0	16	0	-15	-24	-2	5	0	-0.7
COc1ccc(CN2CCNC(=O)C2CC(=O)NC2CCCC2)cc1OC (stereo not drawn)	-2	0	12	1	-4	2	-1	9	0	-0.1
O=C(CCCn1c(=S)[nH]c2ccccc2c1=O)N1CCCCC1	-3	-8	16	3	-24	-2	6	-15	3	-0.6
CC1(C)CC(CC(=O)O)(c2ccccc2)CCO1 (stereo not drawn)	-3	3	-10	-1	-19	9	0	18	-1	-0.1
Cc1ccc(S(=O)(=O)/N=C(/NC(=S)Nc2ccccc2)c2ccccc2)cc1	19	-1	-126	-8	-200	34	7	37	-1	8.2
C#CC(=O)N(c1cc(OC)ccc1OC)C(C(=O)NC1CCCC1)c1cccs1 (stereo not drawn)	-90*	-2	25	11	32	-91	101*	-9	1	-4.0
Cc1cc(OCC(=O)NCCN2CCOCC2)cc(C)c1Cl	-2	-3	25	-4	-17	-13	0	16	0	-0.2
Clc1ccccc1-c1nnc2sc(-c3ccccn3)nn12	-2	2	7	3	-7	-16	3	-1	.	-1.0
Cc1cc(C)c(S(C)(=O)=O)c(N(C)NC(=O)c2c(F)cccc2F)n1	1	4	12	1	4	25	4	20	0	-0.3
Cc1ccc(C)c(OCc2nc(-c3cccnc3)no2)c1	1	-2	-30	0	-33	12	-9	-21	5	1.5
Cc1ccc(CN(C(=O)c2ccccc2C)C2CCS(=O)(=O)C2)o1 (stereo not drawn)	-2	0	22	-2	0	-2	-4	19	-3	0.1
N#CC1=C(N)OC2=C(C(=O)CCC2)C12C(=O)N1CCCc3cccc2c31 (stereo not drawn)	-8	1	-2	-3	-8	-5	0	15	0	0.4
O=C(O)/C=C/C(=O)Nc1ccc(C(=O)c2ccccc2)cc1	-8	8	-8	2	-27	-11	3	45	-1	-0.1
Cc1ccc2c(COC(=O)CC3Sc4ccccc4NC3=O)cc(=O)oc2c1C (stereo not drawn)	7	0	-31	1	-16	-3	0	13	-2	2.8
Cc1ccc(-c2onc3ccc(Br)cc23)cc1	0	2	-16	4	-35	11	6	-6	-5	1.7
Cc1ccc(/C(N)=N/OC(=O)C23CC4CC(CC(C4)C2)C3)cc1	-13	0	-185	0	-33	0	-8	23	-1	3.7
c1ccc(CN2CCOCCOCCOCCOCCOCCOCC2)cc1	-11	3	8	-1	2	-1	-2	20	0	0.2
Cc1ccc(-n2c(N)c(C(=O)N3CCCCC3)sc2=S)cc1	8	-3	-30	-1	-16	4	-1	8	3	0.1
S=C(NCCNC(=S)Nc1ccccc1)Nc1ccccc1	0	-6	-9	-3	-27	0	-3	-9	7	-0.1
CCCCc1nc(C(N)=O)c2[nH]c(=O)n(-c3ccc(OCC)cc3)c2n1	4	1	4	-2	-9	1	-1	14	-1	0.1
CCOC(=O)N1CCC(NC(=O)C2CCCN(c3nc4ccccc4o3)C2)CC1 (stereo not drawn)	10	3	21	-2	-21	25	-2	15	-2	-0.3
O=C(O)CCC1(c2ccccc2)NC(=O)NC1=O (stereo not drawn)	-6	0	3	3	-11	-6	-6	14	0	-0.5
CCOC(=O)c1ccc(NC(=O)Cn2nc(C)c3ccccc3c2=O)cc1	-4	2	-5	-7	-28	9	-2	-97*	2	1.1
CC(=O)c1sc(-c2ccc(F)cc2F)nc1C	18	0	-75	0	-23	39	-5	-9	-1	0.2
COc1ccc(Cl)cc1S(=O)(=O)N1CCN=C1Cc1ccccc1	-3	-1	21	-6	-23	-4	-4	19	1	0.2
Cc1[nH]n(-c2ccc(Cl)cc2)c(=O)c1C=Nc1ccc(S(=O)(=O)N2CCOCC2)cc1	4	3	-69	-2	-37	16	-1	6	-2	.
COc1cccc(CNc2cc(C)ccn2)c1O	8	3	-94	5	-57	24	2	-6	-3	6.0
COc1cc(CCC(=O)OCC(=O)Nc2cccc(S(N)(=O)=O)c2)cc(OC)c1OC	3	-2	16	-10	2	-9	-4	15	0	-0.1
More entries
SMILES	HSF1 inhib	GSK3beta inhib	aSyn UTR inh	HSP90 refold inh	KLF5 inhibitor	HSF1 activator	IEC-6 tox	AI-2 QS modul	GSK3 alpha inh	HIF activator
CC1(C)CC(=O)N(c2ccccc2)C1(C)O (stereo not drawn)	-4	2	-7	0	-19	12	4	-7	3	-0.1
O=c1cc(O)c2sc(Nc3ccc(Cl)c(F)c3)nc2[nH]1	-12	-2	-1	9	-3	-25	4	38	-3	0.1
COc1ccc(C(=O)N/C(=C\c2ccc3c(c2)OCO3)C(=O)NCCc2nc3ccccc3[nH]2)cc1	3	1	2	3	-16	-17	6	4	1	0.1
COCCn1nnnc1SCC(=O)c1ccc(F)cc1	3	-1	-13	2	-57	1	-2	28	-1	-0.9
Cc1cc(C)cc(NC(=O)N2c3ccccc3NC(=O)CC2C)c1 (stereo not drawn)	.	-2	.	-1	-50	.	-13	8	1	.
O=c1c2ccccc2sn1-c1cc(S(=O)(=O)N2CCOCC2)ccc1N1CCCC1	-2	1	-9	6	-42	16	1	40	-1	-0.6
CCCc1nn(C)c(C(=O)Nc2cccc(CC)c2)c1Cl	.	-1	-84	8	-4	.	-5	-1	-4	.
Cc1ccc(-c2csc(N3CCC(C(N)=O)(N4CCCCC4)CC3)n2)cc1	4	-1	-1	0	-33	5	4	18	-1	0.0

High-throughput results as filed in PubChem BioAssay.
